# PV pol inh: inhibitors of poliovirus RNA polymerase binding and polymerization; P03300; poliovirus polymerase elongation, fluorescence polarization; stronger effect = lower value; % elongation, % (compound at 16.7 µg/mL); 150,000 tested, 0.66% active; in the data active means % elongation below about 90%; further: some results filed as inactive read as strong as hits
# Target sequence (P03300 1749-2209 limits assumed): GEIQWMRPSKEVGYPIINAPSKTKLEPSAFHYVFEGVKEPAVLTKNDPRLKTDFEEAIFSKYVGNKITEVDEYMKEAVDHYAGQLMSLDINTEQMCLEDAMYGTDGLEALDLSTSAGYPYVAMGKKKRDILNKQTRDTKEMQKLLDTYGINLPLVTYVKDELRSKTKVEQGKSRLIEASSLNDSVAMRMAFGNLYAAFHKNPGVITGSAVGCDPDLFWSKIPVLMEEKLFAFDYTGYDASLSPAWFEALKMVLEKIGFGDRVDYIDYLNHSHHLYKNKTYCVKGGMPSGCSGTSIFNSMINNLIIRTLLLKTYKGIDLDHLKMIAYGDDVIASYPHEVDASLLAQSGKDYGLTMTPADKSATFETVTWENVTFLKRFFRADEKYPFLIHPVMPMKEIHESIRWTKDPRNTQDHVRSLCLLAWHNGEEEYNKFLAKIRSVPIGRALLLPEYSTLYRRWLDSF
# PV pol inh FP z-score: recorded beside PV pol inh, whose call it bears; z-score; measured here: FP z-score; hits read low
# An asterisk follows results filed as active.
SMILES,PV pol inh,PV pol inh FP z-score
COc1ccc(-c2cn3nc(N4CCCC(C(=O)NCCCOC(C)C)C4)sc3n2)cc1 (configuration not stated),111.0,0.8
C=C1C2(C(=O)Nc3ccccc3OC)CCC(C2)C1(C)C (configuration not stated),101.0,0.2
CCOc1ccc(N=C=S)cc1,94.0,-0.7
COc1ccc(C2=C[N+](=O)C(C)(C)C(C)(C)N2[O-])cc1,99.0,-0.8
Cc1ccccc1-c1nc(C#N)c(N2CCN(c3ccccc3)CC2)o1,99.0,-0.4
CC(C)CNC(=O)c1ccccc1NC(=O)c1ccco1,102.0,-0.2
Cc1ccc(NC(=O)CN2C(=O)c3cccnc3Oc3ccc(Cl)cc32)cc1,103.0,-0.5
O=C(CNC(=O)c1ccc(-c2ccccc2)cc1)OCc1nnc(-c2ccccc2)o1,110.0,1.3
COC(=O)C(C)Sc1nnc2cc(C)c3cc(C)cc(C)c3n12 (configuration not stated),102.0,-1
O=C(O)CC(C(=O)O)c1ccc(Cl)cc1Cl (configuration not stated),101.0,0.4
COc1cccc2c1OC(C(C)C)N1N=C(c3cc(C)ccc3O)CC21 (configuration not stated),103.0,1.7
CC(C)C(NC(=O)c1ccc(F)cc1)C(C)C,100.0,-0.1
CCc1ccc(NC2CC(=O)NC2=O)cc1 (configuration not stated),103.0,0.4
CC(C)(C)C(=O)CSc1nc2ccccc2c(=O)[nH]1,102.0,0.3
COc1ccc(C(c2ccccc2)N2CCNCC2)cc1 (configuration not stated),105.0,1.1
CNC(=O)c1oc2ccc3c(c2c1C)C(=O)CC1(CCCCC1)O3,101.0,-0.6
Cn1c(=O)c(C(N)=S)cn(-c2ccccc2)c1=O,106.0,0.4
O=C(CSc1ccccn1)NC12CC3CC(CC(C3)C1)C2,102.0,0.3
CC1CCCN(CCCNS(=O)(=O)c2csc(C(N)=O)c2)C1 (configuration not stated),101.0,-0.4
CSC1=NC=C(C#N)C2=NC(C)(c3ccc(Cl)c(Cl)c3)NN12 (configuration not stated),102.0,0.3
CN1CCC(=NNC(=O)c2ccc(CN3C(=O)c4cccc5cccc3c45)cc2)CC1,103.0,0.1
O=C(OCCOCCO)c1ccccc1Nc1cccc(C(F)(F)F)c1,100.0,0.3
CCc1ccc(S(=O)(=O)Nc2ccc3[nH]c(=O)sc3c2)cc1,106.0,-0.2
Cc1ccccc1Nc1nc(N)nc(COC(=O)CC2Sc3ccccc3NC2=O)n1 (configuration not stated),105.0,0.4
OC(CN1CCN(c2ccccc2F)CC1)c1ccc2[nH]ccc2c1 (configuration not stated),100.0,0
COC(=O)COc1ccc(S(=O)(=O)N2CCN(c3cc(Cl)ccc3C)CC2)cc1,100.0,-0.1
Cc1cc(NC(=O)CCc2nc3cccnc3n2Cc2cccs2)ccc1Br,116.0,1.4
CCC1=C(c2ccc(C)cc2)S(=O)(=O)NC1=NCC(=O)O,102.0,-0.1
COc1ccc(CNCc2c(C(=O)O)n(Cc3ccc(F)cc3)c3cc(C)ccc23)cc1OC,125.0,3.2
CN(C)c1cc(-c2ccccc2)nc(-c2ccccc2)n1,101.0,0.5
CSc1nc(CSc2ccc(C)cc2)nc(N)c1C#N,100.0,-0.4
O=C1NC(=O)C2(CCc3ccccc32)N1 (configuration not stated),110.0,0.8
CCc1ccc(NC(=O)CN(C)S(=O)(=O)c2ccc3c(c2)c(=O)n(C)c(=O)n3C)cc1,104.0,0.1
CCc1nnc(SCCSc2nnc(CC)n2N)n1N,103.0,1.1
COc1ccc(C(=O)Nc2cccc3ncccc23)cc1OC,103.0,0
COc1cc(OC)c(NC(=O)c2oc3ccc4c(c3c2C)C(=O)CC2(CCCC2)O4)cc1Cl,103.0,0
CC(C)c1nn2c(=O)cc(COC(=O)c3ccccc3NC(=O)C3CCCCC3)nc2s1,105.0,-0.4
COc1ccc(CNC(=O)c2cc(=O)[nH]c3ccc(S(=O)(=O)N4CCCC4)cc23)cc1,106.0,2.5
Cc1ccc(N(CC(=O)Nc2ccc(OC(F)(F)F)cc2)S(=O)(=O)c2c(C)noc2C)cc1,110.0,0.6
Cc1cccc(NC(=O)c2cnn(-c3ccccc3)c2NC(=O)c2ccco2)c1,100.0,-0.3
Cc1ccc(-c2nc(C(=O)N3CCN(c4ccccc4)CC3)c3n2CCCCC3)cc1,108.0,0.5
COc1cccc(CNC(=O)c2ccc(CSc3nc4ccncc4n3Cc3cccc(C)c3)cc2)c1,113.0,0.8
CCOc1ccccc1NC(=O)c1cn(C2CCCCC2)c(=O)c2c1c1ccccc1n2C,110.0,-0.5
COc1ccc(NC(=O)NC2CC2)c(OC)c1,103.0,0.4
C=CCNC(=O)Nc1c[nH]c2ccc(F)cc2c1=O,101.0,-0.6
COc1cc(C2Sc3ccccc3NC3=C2C(=O)c2ccccc23)ccc1OC(C)=O (configuration not stated),102.0,-0.1
CCN(CC)c1ccc2cc(-c3nnc(Nc4ccc(C)cc4)s3)c(=O)oc2c1,42.0,-9.8
O/N=C/c1cc2ccccc2nc1Cl,117.0,1.6
O=c1oc2ccccc2nc1/C=C(\O)c1ccccc1,83.0,-3.6
CC1CCc2cc(F)ccc2N1C(=O)C12CCC(c3nc(C#N)c(C#N)nc31)C2(C)C (configuration not stated),100.0,-0.2
O=C1NC(=Nc2cccc(C(=O)O)c2)S/C1=C/c1ccc(-c2ccc(C(=O)O)cc2)o1,124.0,5.2
COc1ccc(/C=C/C(=O)Nc2cccc(F)c2)cc1,102.0,-0.2
O=C(CC(C(=O)N1CCc2ccccc21)C(=O)N1CCc2ccccc21)c1ccccc1,105.0,0.2
CCN(CC)S(=O)(=O)c1ccc(NC(=O)COc2ccc3c(C)cc(=O)oc3c2)cc1,102.0,0
Fc1cccc(NCc2cccn2-c2nnc(N3CCCC3)s2)c1,102.0,0.6
Cc1cccc(NC(=O)c2cc(N3C(=O)C=CC3=O)ccc2Cl)c1,136.0,3.7
O=C(CC1N=C2c3ccccc3N=C(SCc3ccc(F)cc3)N2C1=O)NCCc1ccccc1 (configuration not stated),108.0,0.5
Cc1c(C(=O)OCC(N)=O)sc2nc(-c3cccs3)cc(C(F)(F)F)c12,107.0,0.5
O=C1c2ccccc2C(NCc2cccnc2)N1Cc1cccnc1 (configuration not stated),106.0,0.5
COc1ccc2c(c1)CC(C(=O)N1CCC(C(N)=O)CC1)CO2 (configuration not stated),106.0,0

# An excerpt of the results above:
SMILES,PV pol inh,PV pol inh FP z-score
CCOc1ccccc1NC(=O)c1cn(C2CCCCC2)c(=O)c2c1c1ccccc1n2C,110.0,-0.5
COc1ccc(NC(=O)NC2CC2)c(OC)c1,103.0,0.4
C=CCNC(=O)Nc1c[nH]c2ccc(F)cc2c1=O,101.0,-0.6
COc1cc(C2Sc3ccccc3NC3=C2C(=O)c2ccccc23)ccc1OC(C)=O (configuration not stated),102.0,-0.1
CCN(CC)c1ccc2cc(-c3nnc(Nc4ccc(C)cc4)s3)c(=O)oc2c1,42.0,-9.8
O/N=C/c1cc2ccccc2nc1Cl,117.0,1.6
O=c1oc2ccccc2nc1/C=C(\O)c1ccccc1,83.0,-3.6
CC1CCc2cc(F)ccc2N1C(=O)C12CCC(c3nc(C#N)c(C#N)nc31)C2(C)C (configuration not stated),100.0,-0.2
O=C1NC(=Nc2cccc(C(=O)O)c2)S/C1=C/c1ccc(-c2ccc(C(=O)O)cc2)o1,124.0,5.2
COc1ccc(/C=C/C(=O)Nc2cccc(F)c2)cc1,102.0,-0.2
O=C(CC(C(=O)N1CCc2ccccc21)C(=O)N1CCc2ccccc21)c1ccccc1,105.0,0.2
CCN(CC)S(=O)(=O)c1ccc(NC(=O)COc2ccc3c(C)cc(=O)oc3c2)cc1,102.0,0
Fc1cccc(NCc2cccn2-c2nnc(N3CCCC3)s2)c1,102.0,0.6
Cc1cccc(NC(=O)c2cc(N3C(=O)C=CC3=O)ccc2Cl)c1,136.0,3.7
O=C(CC1N=C2c3ccccc3N=C(SCc3ccc(F)cc3)N2C1=O)NCCc1ccccc1 (configuration not stated),108.0,0.5
Cc1c(C(=O)OCC(N)=O)sc2nc(-c3cccs3)cc(C(F)(F)F)c12,107.0,0.5
O=C1c2ccccc2C(NCc2cccnc2)N1Cc1cccnc1 (configuration not stated),106.0,0.5

# Carrying on.
SMILES,PV pol inh,PV pol inh FP z-score
CN1CCN(NC(NC(=O)c2cccnc2)(C(F)(F)F)C(F)(F)F)CC1,101.0,0
CC(=O)Oc1ccccc1C(=O)Nc1ccc(C(N)=O)cc1,102.0,-0.3
CCOc1ccc(CNC(=O)C2CCN(c3nc4ccccc4nc3C(F)(F)F)CC2)cc1OC,107.0,0
Cc1ccc(CNC(=O)c2ccc3c(c2)nc(C)n3-c2cccc(F)c2)cc1,104.0,-0.8
O=C(CN1CCN(Cc2ccc(F)cc2)C1=O)NCc1ccccc1,115.0,0.7
CCN1CCN(C(=O)c2ccc3c(c2)N(Cc2cccc(Cl)c2)C(=O)c2ccccc2S3(=O)=O)CC1,106.0,0.1
CCCN1C(=O)/C(=C/c2cc(C)n(-c3ccc(Cl)cc3)c2C)NC1=S,101.0,0.1
O=C(Nc1cccc(C(=O)NCCN2CCCC2)c1)C1=CSCCO1,100.0,-0.5
CN(C(=O)CCc1nc(CN2CCN(S(=O)(=O)c3cccs3)CC2)no1)C1CCCCC1,101.0,-0.2
CCCCOc1ccc(C(=O)Nc2cc(C)ccn2)cc1,102.0,0.3
CCN(CC)S(=O)(=O)c1ccc2oc(C(=O)NCCN3CCOCC3)c(C)c2c1,99.0,-0.1
CCCCOc1ccc(CSC(=N)N)cc1,101.0,-0.1
FC(F)(F)c1ccc(NC(=S)NC2CC2)cc1,95.0,-1.2
O=C(NCCCN1CCCCCC1)C1C2C=CC3(CN(Cc4cccs4)C(=O)C13)O2 (configuration not stated),100.0,0
CC(C)Cc1cc(C(=O)NCc2ccc(Cl)cc2)no1,105.0,0.3
NNC(=O)C(Oc1ccccc1)Oc1ccccc1,103.0,1.3
O=C(O)C1CC=CCC1C(=O)NCCc1ccccc1 (configuration not stated),101.0,-0.2
COc1ccc(NC(=O)CSc2nc3nc(C)c(Cc4ccccc4)c(C)n3n2)cc1OC,109.0,0.1
Cc1ccc(-n2nc(C)c3nc(CCC(=O)Nc4cccc(F)c4)c(=O)n(C)c32)cc1,107.0,0.3
CCOC(=O)c1c(Nc2cccc(C)c2)nnc(-c2ccccc2)c1-c1ccccc1,102.0,-0.8
Nc1cnn(C2CCCCC2)c(=O)c1Cl,102.0,0.6
COc1ccc(CCNC(=O)Cc2c(C)c3c(cc(C)c4c(C)c(C)oc43)oc2=O)cc1,104.0,-0.9
COc1cc(/C=N/OCC(=O)NCC2CCCO2)ccc1OC(F)F (configuration not stated),103.0,0
Cc1ccc(SCC(=O)O)cc1,104.0,0.5
N#C/C(=C\c1ccco1)C(N)=S,92.0,-0.8
COc1ccc(OC)c(NC(=O)CS)c1,100.0,-0.3
O=C1CCCc2cc(S(=O)(=O)N3CCCc4ccccc43)ccc2N1,100.0,-0.5
Nc1nc(SCCO)[nH]c(=O)c1NC(=O)c1ccccc1F,103.0,0.4
O=C(O)C1C2C=CC(O2)C1C(=O)NCCCn1ccnc1 (configuration not stated),105.0,0.7
COc1ccc(CN2C(=O)N(Cc3cc(=O)n4ccccc4n3)c3ccccc3S2(=O)=O)cc1,99.0,-0.8
CCCN(CCC)C(=O)Cn1ncc2c(=O)oc3ccc(C)cc3c21,103.0,0.4
CCN(CC)CCNC(=O)C(=O)NCC(c1cccnc1)N1CCN(c2ccc(F)cc2)CC1 (configuration not stated),111.0,0.6
COC(=O)C1=C(C)NC(SCC(=O)C23CC4CC(CC(C4)C2)C3)=C(C#N)C1c1cccs1 (configuration not stated),106.0,0.2
O=C(CSc1ccccc1)Nc1ccc(F)cc1,104.0,0.1
CC1(C)CC(=O)C2=C(C1)NC(=O)C21C(C#N)=C(N)Oc2ccccc21 (configuration not stated),106.0,1.2
Cc1ccc(/C=C/C(=O)NCC2CCN(C(=O)/C=C/c3ccc(C)o3)CC2)o1,99.0,-0.8
NCc1n[nH]c(=S)n1CCc1ccccc1,98.0,-1.3
COC(=O)CSc1nc2ccc(C)cc2[nH]1,108.0,0.7
N#C/C(C(=O)N1CCCCC1)=C(/S)Nc1ccccc1,99.0,-0.4
Cc1oc(NC(=O)C(F)(F)F)c(C#N)c1C,93.0,-3.1
CCC(=O)N/C(N)=N\c1nc(C)c2ccccc2n1,103.0,0.3
O=C(NC1CCCCC1)c1ccc2c(c1)N(Cc1cccc(F)c1)C(=O)c1ccccc1S2,106.0,0.1
Cc1cccc(C(=O)Nc2c(-c3ccc(F)cc3)nc3ccccn23)c1,100.0,-1.3
COc1ccc2c(ccn3cc4c(c(=O)n(C)c(=O)n4C)c23)c1,102.0,0.3
CC(C)(Oc1ccc(Br)cc1)C(=O)O,100.0,-0.3
CC1(C2CC2)NC(=O)NC1=O (configuration not stated),100.0,-0.3
Cc1cc(C)cc(-n2c(C)nc3cc(C(=O)O)ccc32)c1,106.0,0.4
O=C1Nc2ccccc2S/C1=C\C(=O)N1CCCC1,102.0,-0.1
CCC(C)NC(=O)C1CCN(S(=O)(=O)c2ccc(-n3cnnn3)cc2)CC1 (configuration not stated),100.0,-0.4
C=CCN1C(=O)/C(=C/c2cc(C)n(-c3ccccn3)c2C)C(=O)NC1=S,103.0,0.4
Nc1nnc(-c2ccccc2)o1,100.0,-0.3
O=C(Nc1csc2ccccc12)N1CCN(C(c2ccccc2)c2ccccc2)CC1,109.0,0.7
COc1cc2cc(Oc3ccc4ccc(=O)oc4c3)c(=O)oc2cc1O,111.0,0.8
CN(Cc1ccccc1)Cc1c[nH]c2ccccc12,101.0,0
COC(CN(C)S(=O)(=O)c1cccc2cccnc12)OC,103.0,0.8
CN1CCC(N(C)C(=O)c2ccc(NS(=O)(=O)c3cccs3)cc2)CC1,103.0,0.1
COC(=O)c1scc(C)c1NN1C(=O)C=C(C)C1=O,103.0,0

# Retrieved one by one from the entries so far, 2 records:
SMILES,PV pol inh,PV pol inh FP z-score
COc1ccc2c(ccn3cc4c(c(=O)n(C)c(=O)n4C)c23)c1,102.0,0.3
C=CCN1C(=O)/C(=C/c2cc(C)n(-c3ccccn3)c2C)C(=O)NC1=S,103.0,0.4

# Screening results (PubChem)

# The list is partial; rates above refer to the full screens.
